TEAD-YAP block – TEAD-YAP interaction inhibition | AID 1259422 | HEK-TIYL cells, TEAD-Gal4/YAP UAS-luciferase luminescence | inhibition, % at 9.12 µM | 640,000 compounds, 1.4% hits; in the data active = inhibition above about 32%;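 note: 0% = median of test compound wells and 100% = reference inhibitor wells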
FBW7 activator – human FBW7 E3 ligase activation, primary screen | Q969H0 | AlphaScreen FBW7–phospho-cyclin E peptide binding, activator screen | normalized activity (activation), % at 26.1 µM | 650,000 compounds, 0.13% hits; in the data active = normalized activity above about 1.9%;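 note: purified mutant Fbw7 with reduced substrate affinity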
MITF primary – human MITF inhibition, primary screen; 650,000 compounds, 0.91% hits; AlphaScreen MITF homodimerization, bead proximity signal; inhibition, % at 2.6 µM; O75030; in the data active = inhibition above about 50%;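 note: 0% = vehicle wells with protein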
Target sequence (O75030 whole entry, looked up): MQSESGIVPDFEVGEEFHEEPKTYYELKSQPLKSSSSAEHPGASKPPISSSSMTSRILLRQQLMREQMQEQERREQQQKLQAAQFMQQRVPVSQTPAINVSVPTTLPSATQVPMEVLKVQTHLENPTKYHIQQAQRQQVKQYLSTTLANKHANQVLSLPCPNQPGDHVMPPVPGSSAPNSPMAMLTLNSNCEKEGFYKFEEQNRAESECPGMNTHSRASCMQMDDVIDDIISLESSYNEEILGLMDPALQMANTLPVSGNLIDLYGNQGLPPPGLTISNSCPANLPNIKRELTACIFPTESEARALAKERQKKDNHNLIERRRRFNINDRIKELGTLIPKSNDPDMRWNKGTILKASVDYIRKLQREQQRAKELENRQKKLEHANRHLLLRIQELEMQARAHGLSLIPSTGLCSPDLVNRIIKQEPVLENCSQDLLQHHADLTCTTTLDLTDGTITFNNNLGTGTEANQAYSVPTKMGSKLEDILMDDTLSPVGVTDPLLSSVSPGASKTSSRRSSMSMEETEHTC
GPR151 ag – activators of human GPR151; Q8TDV0; PathHunter beta-arrestin GPR151 cells, luminescence; activation, % at 11.2 µM; 650,000 compounds, 1% hits; in the data active = activation above about 4.9%;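 note: 0% = median of compound wells and 100% = cells with positive control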
Target sequence (Q8TDV0 whole entry, looked up): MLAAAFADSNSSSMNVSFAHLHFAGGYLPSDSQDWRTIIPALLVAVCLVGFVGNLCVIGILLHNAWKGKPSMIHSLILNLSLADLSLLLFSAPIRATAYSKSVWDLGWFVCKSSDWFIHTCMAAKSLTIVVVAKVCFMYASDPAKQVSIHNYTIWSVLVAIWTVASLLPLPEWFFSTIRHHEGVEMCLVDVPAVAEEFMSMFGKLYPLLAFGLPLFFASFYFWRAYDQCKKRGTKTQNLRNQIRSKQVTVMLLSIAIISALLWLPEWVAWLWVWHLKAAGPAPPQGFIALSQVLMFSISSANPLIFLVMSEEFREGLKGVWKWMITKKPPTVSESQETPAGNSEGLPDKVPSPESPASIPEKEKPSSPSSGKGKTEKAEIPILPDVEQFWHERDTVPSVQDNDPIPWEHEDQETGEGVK
* marks the source's active call; other numbers are inactive results.

SMILES	TEAD-YAP block	FBW7 activator	MITF primary	GPR151 ag
CCCN(CCC)Cc1c(C(=O)N/N=C/CCc2ccccc2)nnn1-c1nonc1N	-6	0.1	14	-0.6
O=C(O)c1ccc(CCO)s1	6	0.0	8	0.6
Cc1ccc(S(=O)(=O)N(CCO)Cc2cc3cc4c(cc3[nH]c2=O)OCCO4)cc1	-43	0.0	7	1.6
CCOC(=O)N1CCN(S(=O)(=O)c2cc(F)ccc2OC)CC1	-6	-0.2	6	-0.3
O=C(Nc1ccccc1)N1CCN(c2nc(-c3ccc(Cl)cc3)cs2)CC1	-3	-0.2	-2	4.0
O=C(c1ccc(S(=O)(=O)c2ccc(Br)cc2)c([N+](=O)[O-])c1)N1CCCC1	32*	0.7	15	0.1
COc1ccc2nc3sc(C(=O)N4CCCCC4)cc3cc2c1	-46	0.2	4	-1.2
NC(=O)COC(=O)C12CC3CC(CC(Br)(C3)C1)C2	5	0.0	2	-1.2
Cc1ccc(N2C(=O)NC(=O)/C(=C\c3ccc(N4CCOCC4)cc3)C2=O)cc1Cl	2	-0.1	5	2.8
Cc1cccc(OCC(=O)NNC(=O)COc2ccc3ccccc3c2)c1	2	0.1	-1	0.8
Cc1nn(CC(=O)NCc2ccccc2)c(C)c1[N+](=O)[O-]	-2	-0.1	0	-0.9
O=C(c1ccccc1Cl)N1CCN(c2ccc([N+](=O)[O-])cc2Cl)CC1	7	-0.3	16	-0.8
Cn1c(=O)[nH]c(=O)c2c1nc(N1CCOCC1)n2CC(O)COc1cccc2ccccc12 (stereo not given)	2	-0.3	2	-1.4
N#CCn1c(Cc2ccccc2)nc2ccccc2c1=O	1	0.1	6	0.3
Cc1ccc(OCC(=O)N/N=C/c2ccc(Br)s2)cc1	0	0.1	10	0.0
COC(=O)c1ccccc1NC(=O)COc1c(C)cc(C)cc1C	-3	0.3	11	-0.7
COCC1CCN(Cc2c(C(=O)N3CCCCC3)nc3sccn23)C1 (stereo not given)	-8	0.1	-3	0.8
O=C(NNC(=O)c1ccccc1Br)c1cc2ccccc2[nH]1	-5	0.1	-3	0.1
COc1ccc(CN2CCC(N3CCC(C(=O)NC(C)C)CC3)CC2)cc1C	19	0.0	-2	-0.1
CC1CCN(c2nc3c(c(=O)[nH]2)CCN(C(=O)c2n[nH]c4c2CCCC4)C3)CC1	-14	0.1	-7	-0.6
COC(=O)c1sc(=S)n(-c2ccc(F)c(F)c2)c1N	5	-0.1	0	-1.4
CS(=O)(=O)c1ccccc1C(=O)Nc1nc(-c2cccc3ccccc23)cs1	12	-0.2	2	0.7
COc1ccccc1NC(=O)NC(=O)c1ccccc1	-59	-0.2	-12	-1.2
CC(C)COC(=O)C1C(=O)CC(C)(O)C(C(=O)OCC(C)C)C1c1cccnc1 (stereo not given)	0	-0.1	-17	0.1
Cc1n(CC(=O)c2ccccc2)c2ccccc2[n+]1CC(=O)c1ccccc1	13	0.0	1	0.2

Continuation:
SMILES	TEAD-YAP block	FBW7 activator	MITF primary	GPR151 ag
NC(=O)c1ccc(-c2ccc(C(=O)NCCOc3ccccc3)s2)cc1	-81	0.1	-9	-0.5
N#CC1=C(SCc2ccccc2)NC(=O)CC1c1cccc([N+](=O)[O-])c1 (stereo not given)	0	0.1	16	-1.3
Nc1ccccc1-c1nnc(SCc2ccc(Cl)cc2)[nH]c1=O	10	0.1	7	-0.3
CC(C)NC(=O)Cn1c(SCC(=O)NC(C)(C)C)nc2ccccc21	-9	0.0	12	-0.5
COc1cccc(N2C(=O)CC(N(C)Cc3ccccc3)C2=O)c1 (stereo not given)	7	0.1	0	-0.5
Cc1ccc(NC(=O)Cn2nnc(-c3nc(-c4ccccc4)no3)c2N)cc1C	6	0.1	-12	1.0
CSCC[C@H](NC(=O)c1ccc(=O)n(C)n1)c1nc2ccccc2[nH]1	7	0.2	13	0.9
O=C(NCc1ccccn1)NC1CC(=O)N(c2ccc(Cl)cc2)C1 (stereo not given)	-3	0.0	5	-0.1
C1=C(N2CCCC2)CCCC1=[N+]1CCCC1	42*	-0.1	1	-0.2
O=C1COc2cc(-c3c(N4CCN(c5ccccc5)CC4)c(=O)c3=O)ccc2N1	1	0.0	0	-0.7
O=C(CN(Cc1ccco1)C(=O)c1nsc(Cl)c1Cl)NC1CCCCC1	-7	1.0	26	-1.0
CCCN(CC1CCCO1)C(=O)CC1(c2ccccc2)CC(=O)N(Cc2ccncc2)C1=O (stereo not given)	11	-0.1	7	1.2
O=C(CSc1nc2ccccc2c(=O)n1CC1CCC(C(=O)NCc2ccccc2)CC1)NCc1ccccc1 (stereo not given)	-1	0.0	-5	0.1
Cc1cccnc1CN1CCN(Cc2c(C(=O)N3CCCC3)nc3ccccn23)CC1	-1	0.0	0	3.1
CC1CCCC(NC(=O)c2ccc(Sc3ccc(F)cc3)c([N+](=O)[O-])c2)C1C (stereo not given)	9	0.0	0	0.8
C#CCOc1ccc(/C=C2/C(=O)N(c3ccc(S(N)(=O)=O)cc3)N=C2C)cc1OCC	-7	-0.5	-4	0.4
COc1ccc(N2CC(=O)NC2=O)cc1	-3	-0.1	-8	0.0
CC1(C)CC(CCNCc2ccccc2)(Cc2ccccc2)CCO1 (stereo not given)	0	-0.3	10	2.1
CSc1cccc(NC(=O)C2C3C=CC4(O3)C2C(=O)N(CCc2ccccc2)C4C(=O)NC2CCCCC2)c1 (stereo not given)	4	-0.1	-9	-0.3
CC(C)c1nc(N2CCN(C(=O)c3ccccc3)CC2)c(C#N)c2c1COC(C)(C)C2	-2	0.0	9	-1.4
CCSc1nc2sccn2c(=O)c1C(=O)NCCN1CCOCC1	-6	0.1	7	-0.6
CC(C)(Oc1ccc(Cl)cc1)C(=O)NCCCN1CCOCC1	-15	0.2	1	-0.1
CCN(CC)CCC(=O)N1c2ccccc2CCc2ccc(NC(=O)OC)cc21	-6	-0.1	11	1.1
N#Cc1cnn(C(=O)c2cccs2)c1N	2	0.7	5	-1.1
CC(C)NC(=O)C1CCN(C2CCN(C(=O)Cc3ccn(C)c3)CC2)CC1	12	0.2	4	0.2

Full records, quoted from the list.
CC(C)NC(=O)C1CCN(C2CCN(C(=O)Cc3ccn(C)c3)CC2)CC1 in the list: TEAD-YAP block = 12; FBW7 activator = 0.2; MITF primary = 4; GPR151 ag = 0.2
NC(=O)c1ccc(-c2ccc(C(=O)NCCOc3ccccc3)s2)cc1 in the list: TEAD-YAP block = -81; FBW7 activator = 0.1; MITF primary = -9; GPR151 ag = -0.5

Copied from the list.
Value for `C#CCOc1ccc(/C=C2/C(=O)N(c3ccc(S(N)(=O)=O)cc3)N=C2C)cc1OCC` in MITF primary: -4
Value for `O=C1COc2cc(-c3c(N4CCN(c5ccccc5)CC4)c(=O)c3=O)ccc2N1` in FBW7 activator: 0.0

Already shown: entries from further up.
SMILES	TEAD-YAP block	FBW7 activator	MITF primary	GPR151 ag
COc1ccccc1NC(=O)NC(=O)c1ccccc1	-59	-0.2	-12	-1.2
CC(C)COC(=O)C1C(=O)CC(C)(O)C(C(=O)OCC(C)C)C1c1cccnc1 (stereo not given)	0	-0.1	-17	0.1
Cc1n(CC(=O)c2ccccc2)c2ccccc2[n+]1CC(=O)c1ccccc1	13	0.0	1	0.2

Next part.
SMILES	TEAD-YAP block	FBW7 activator	MITF primary	GPR151 ag
CCOc1ccc(C)cc1S(=O)(=O)N1CCCC1	-10	-0.3	-6	1.6
CC(C)NC(=O)c1ccccc1NS(=O)(=O)c1cccs1	0	0.0	1	0.8
Brc1ncn(-c2ccnc(Nc3ccc(N4CCOCC4)cc3)c2)n1	-1	-0.1	3	0.2
O=C(Nc1ccccc1)c1ccc(Br)c(S(=O)(=O)Nc2cccnc2)c1	-5	0.1	10	0.8
Cc1ccc(NC(=O)C(=O)NCCc2ccc(Cl)cc2)cc1	-2	-0.1	-19	2.7
CC(=O)Nc1ccc(OCC(=O)Nc2cc(Cl)cc(Cl)c2)cc1	3	0.0	-14	-1.2
COc1ccc(-c2csc(NC(=O)c3ccco3)c2C(=O)O)cc1	-2	0.3	10	-7.6
C=CCn1c(CCNC(=O)c2ccco2)nc2ccccc21	-3	0.0	10	-0.5
Cn1c(SCC(=O)Nc2cc(=O)n(C)c(=O)n2C)nnc1-c1cccs1	-3	0.0	1	0.4
CCNc1nccc(NCCCN2CCCC2=O)n1	9	0.1	11	0.6
OC12CC3CC(C1)CC(n1cnc(Cl)n1)(C3)C2	9	-0.1	8	0.6
NC(=O)CSc1nc2cc(Cl)ccc2s1	-17	-0.2	-1	-0.9
O=C1/C(=C\c2ccco2)CCC/C1=C\c1ccco1	0	-0.1	83*	-0.5
COc1cc(/C=C2\C(=O)NC(=S)N(c3ccccc3C)C2=O)ccc1O	6	0.0	17	-0.4
CCOc1ccc(N/C=C/C(=O)c2cc(OC)c(OC)c(OC)c2)cc1	23	0.0	-1	0.1
CCC(C)NC(=O)c1ccc2c(c1)ncn2-c1ccc(C)cc1C (stereo not given)	-7	0.5	16	0.6
CCc1c(C)sc(NC(=O)CSc2n[nH]c(C)c2[N+](=O)[O-])c1C#N	3	0.9	3	1.1
COc1cccc(-c2nc(-c3ccc(-c4ccccc4)cc3)c(-c3ccc(-c4ccccc4)cc3)[nH]2)c1	-10	-0.1	-5	-1.5
CC(C)c1ccc(C(=O)N2CCCCCC2)cc1	5	0.2	15	-0.8
COc1ccc(Cl)cc1Cc1nc(C)cc(Cl)n1	4	0.1	10	-0.5
O=C(c1cccs1)N1CCN(Cc2nc3ccccc3c(=O)[nH]2)CC1	-5	-0.2	4	1.2
CCOCCn1cnc2sc(C(=O)NCc3ccccc3OC)c(C)c2c1=O	-3	0.0	1	1.0
Cc1ccsc1/C=N/NC(=O)C1C2CCCCC21 (stereo not given)	-21	0.0	-6	0.1
O=C(NCC1Cc2cc(Cl)cc(-c3cnccn3)c2O1)C1=CCCCC1 (stereo not given)	0	-0.2	12	1.2
CC1(c2ccccc2)NC(=O)N(Cc2cc(=O)oc3ccc4ccccc4c23)C1=O (stereo not given)	-9	0.1	2	-0.2

Given in markdown: part of the list above.
| Molecule | TEAD-YAP block | FBW7 activator | MITF primary | GPR151 ag |
| --- | --- | --- | --- | --- |
| C=CCn1c(CCNC(=O)c2ccco2)nc2ccccc21 | -3 | 0.0 | 10 | -0.5 |
| O=C(NCC1Cc2cc(Cl)cc(-c3cnccn3)c2O1)C1=CCCCC1 (stereo not given) | 0 | -0.2 | 12 | 1.2 |
| CCOc1ccc(C)cc1S(=O)(=O)N1CCCC1 | -10 | -0.3 | -6 | 1.6 |
| CCOc1ccc(N/C=C/C(=O)c2cc(OC)c(OC)c(OC)c2)cc1 | 23 | 0.0 | -1 | 0.1 |
| O=C1/C(=C\c2ccco2)CCC/C1=C\c1ccco1 | 0 | -0.1 | 83* | -0.5 |

Next part
SMILES	TEAD-YAP block	FBW7 activator	MITF primary	GPR151 ag
Cc1cccc(OCC(=O)NNC(=O)c2cccs2)c1	-1	0.1	16	0.2
CCCCOc1ccc(C2C3CCCC=C3C(C#N)=C(N)C2(C#N)C#N)cc1 (stereo not given)	5	0.0	6	0.6
CCCOc1c(Br)cc(C(=O)Nc2sccc2C#N)cc1OC	5	-0.2	-15	-0.8
C=CCN1C(=O)/C(=C\c2ccco2)C(C(=O)OC)=C1C	10	-0.1	3	0.1
c1ccc2c(NC3CCCCC3)nc(CN3CCSCC3)nc2c1	4	-0.1	-7	-1.4
CCc1ccc2c(COC(=O)CSCc3c(C)noc3C)cc(=O)oc2c1	-3	-0.2	0	-2.6
CCCOc1ccc(C(=O)N(Cc2ccc(OC)c(OC)c2)C2CCS(=O)(=O)C2)cc1 (stereo not given)	-3	0.0	11	0.2
Cc1ccccc1CN1CCc2nnc(C(NS(C)(=O)=O)C(C)C)n2CC1 (stereo not given)	11	0.4	0	0.3
CC1(C)NC(=O)N(CCOCCOc2c(Cl)cc(Cl)cc2Cl)C1=O	1	0.0	-4	0.5
CCOC(=O)c1cnc2cc(C(F)(F)F)ccc2c1Nc1ccc(OC)c(Cl)c1	-8	0.0	7	0.7
Cc1cc(C)nc(OCc2ccccc2Cl)n1	-8	0.1	6	0.7
CC(C(=O)O)n1c2ccccc2c2cnn(C)c(=O)c21 (stereo not given)	7	0.9	12	0.2
O=C(NCCc1nc(-c2ccccc2)cs1)C1(c2ccccc2)CC1	-10	0.0	-3	1.0
COc1ccc(SCC(=O)N(CCN(C)C)c2nc3c(F)cc(F)cc3s2)cc1	-7	-0.1	9	2.1
COc1ccc(S(=O)(=O)NC(C)c2ccccc2)cc1I (stereo not given)	2	-0.1	15	0.0
O=C(O)COc1ccc(C2C3=C(CCCC3=O)NC3=C2C(=O)CCC3)cc1Cl	4	0.5	-2	-0.4
Cc1cc(C)c(NC(=O)c2ccc(Cl)cc2)c([N+](=O)[O-])c1	42*	-0.1	-2	-1.8
O=[N+]([O-])c1ccccc1-c1ccccc1I	0	0.3	-9	0.4
CC(C)=CCN1CCN(Cc2ccc(C#CC(C)(C)O)s2)CC1CCO (stereo not given)	6	0.2	14	-1.8
C[C@@H]1C[C@@H](C(=O)N2CCC(c3[nH]ncc3Cc3ccccc3)CC2)NC(=S)N1	8	0.0	10	-0.6
CCOc1ccc(N2C(=O)/C(=C\c3cc(OC)c(OC)cc3OC)S(=O)(=O)C2c2cccc([N+](=O)[O-])c2)cc1 (stereo not given)	14	0.0	-4	0.7
O=c1[nH]cnc2c1[nH]c1ccc(F)cc12	-2	1.4	19	-1.9
